Screening data from PubChem.
CHRM5 agonist: CHRM5 agonism in calcium assay; activation, % at 3 µM; CHO-K1 hM5 cells, Fluo-8 calcium fluorescence; 0% DMSO wells, 100% maximal acetylcholine response; P08912; 0.19% of 360,000 active;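 active = activation above the run's mean over test compounds plus 3 SD, cut at about 23% in these data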;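 also: signal is peak over basal fluorescence ratio across the kinetic read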
Target sequence (P08912 whole entry, looked up): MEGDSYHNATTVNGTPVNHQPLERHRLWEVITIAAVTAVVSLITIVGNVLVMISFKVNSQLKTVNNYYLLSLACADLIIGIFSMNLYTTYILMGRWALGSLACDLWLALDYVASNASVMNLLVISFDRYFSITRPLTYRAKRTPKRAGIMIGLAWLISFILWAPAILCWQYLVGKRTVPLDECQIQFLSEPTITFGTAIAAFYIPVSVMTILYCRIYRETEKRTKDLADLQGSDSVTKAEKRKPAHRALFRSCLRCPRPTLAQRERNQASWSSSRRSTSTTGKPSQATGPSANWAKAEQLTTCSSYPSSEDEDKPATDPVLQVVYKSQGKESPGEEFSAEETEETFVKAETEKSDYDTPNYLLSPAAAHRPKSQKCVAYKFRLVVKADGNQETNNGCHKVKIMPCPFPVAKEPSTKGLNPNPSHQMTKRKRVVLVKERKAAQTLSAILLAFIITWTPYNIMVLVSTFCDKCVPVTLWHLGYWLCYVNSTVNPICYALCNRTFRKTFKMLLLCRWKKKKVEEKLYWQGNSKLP
CHRM5 PAM: positive allosteric modulators of human muscarinic M5 receptor; CHO-K1 hM5, Fluo-8 calcium, ACh EC20 PAM; 0% = ACh EC20, 100% = ACh EC100; 0.3% of 360,000 active; activation, % at 3 µM; P08912;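 active = activation above the run cutoff, the mean activation of all test compounds plus 3 SD, cut at about 18% in these data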
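Test system: CHO-K1 hM5 cells / Doses: single-point, 3 µM nominal / Times: Post-acetylcholine fluorescence recording 140 s / Technique: Fluo-8 calcium fluorescence / Measure: Max/basal fluorescence ratio as % of EC20–EC100 ACh window / Benchmarks: low control EC20 acetylcholine (0%), high control EC100 acetylcholine (100%) / Replicates: one well per compound, no replicates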
CRFBP-R2 agonist: CRF-BP/CRF-R2 complex agonism | activation, % at 13.2 µM | HEK293 CRF-R2/CRF-BP, calcium dye fluorescence (FLIPR); percent of saturating CRF peptide response | 0.46% of 350,000 active | AID 588473;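 active = activation of at least 50%, plus an integration ratio under a set limit after plate pattern correction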;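 also: plate controls were neutral control wells without compound for no effect and CRF at EC100 for full effect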
M4 antag: blocks acetylcholine activation of human M4 receptor. inhibition, % at 3 µM. CHO-hM4 cells, ACh EC80, Fluo-8 calcium fluorescence. 0.73% of 360,000 active;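 active = inhibition above its plate's cutoff, the mean inhibition of sample wells plus 3 SD, cut at about 27% in these data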;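 also: 0% = acetylcholine EC80 with DMSO and 100% = DMSO without agonist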
CHRM1 PAM: potentiates human M1 receptor response to acetylcholine; P11229; CHO-K1 hM1, Fluo-8 calcium fluorescence, ACh EC20; 0% = ACh EC20, 100% = maximal ACh; activation, % at 3 µM; 0.088% of 360,000 active; AID 588819; in the data active = activation above about 19%, passing the limit was not always enough
Target sequence (P11229 whole entry, looked up): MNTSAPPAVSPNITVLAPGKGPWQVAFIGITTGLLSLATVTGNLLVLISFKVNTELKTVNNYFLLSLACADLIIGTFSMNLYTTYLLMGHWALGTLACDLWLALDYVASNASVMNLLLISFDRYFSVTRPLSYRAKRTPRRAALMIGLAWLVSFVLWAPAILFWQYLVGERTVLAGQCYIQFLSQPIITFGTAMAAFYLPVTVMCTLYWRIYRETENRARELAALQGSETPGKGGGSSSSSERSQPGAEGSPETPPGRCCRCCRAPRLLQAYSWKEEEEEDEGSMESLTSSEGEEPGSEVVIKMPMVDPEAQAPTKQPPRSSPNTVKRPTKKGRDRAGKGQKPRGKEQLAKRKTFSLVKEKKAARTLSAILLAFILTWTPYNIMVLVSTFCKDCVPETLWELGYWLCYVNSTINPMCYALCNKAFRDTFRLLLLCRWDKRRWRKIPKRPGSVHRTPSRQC
CHRM4 agonist: agonists of human muscarinic M4 receptor (CHRM4) | P08173 | CHO-K1 hM4/Gqi5, Fluo-8 calcium fluorescence; vehicle 0%, full acetylcholine response 100% | activation, % at 3 µM | 0.14% of 360,000 active | AID 624127;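 active = activation above the run mean over all test wells plus 3 SD, cut at about 32% in these data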;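 also: peak over basal fluorescence ratio per well then scaled between controls; 0% = DMSO wells and 100% = acetylcholine at EC100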
CHRM5 antagonist: antagonists of human muscarinic M5 receptor (CHRM5) | inhibition, % at 3 µM | 0.59% of 360,000 active | CHO-hM5 cells, Fluo-8 calcium fluorescence, ACh EC80;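 active = inhibition above a per-plate cutoff, the mean of that plate's test compounds plus 3 SD, cut at about 27% in these data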;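 also: 0% = acetylcholine EC80 with DMSO and 100% = DMSO without agonist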
CRFBP-R2 block: CRF-BP/CRF-R2 complex antagonism. 0.59% of 350,000 active. inhibition, % at 11.8 µM. AID 588475. HEK293 CRF-R2/CRF-BP, CRF-induced calcium fluorescence;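 active = inhibition of the ligand-induced calcium signal above about 50% at the single tested concentration, limit read from the data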
M4 PAM: CHRM4 positive allosteric modulation. P08173. CHO-K1 hM4/Gqi5, Fluo-8 calcium fluorescence, ACh EC20; 0% = ACh EC20, 100% = maximal ACh. activation, % at 3 µM. 0.4% of 360,000 active. AID 624126;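 active = activation above its plate's cutoff, the mean activation of sample wells plus 3 SD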; also: some results filed as inactive read as strong as hits
Starred values were filed as active, the others as inactive; / = not tested or not shown. Random draw from the library (roughly 2.6% active in at least one column).

SMILES	CHRM5 agonist	CHRM5 PAM	CRFBP-R2 agonist	M4 antag	CHRM1 PAM	CHRM4 agonist	CHRM5 antagonist	CRFBP-R2 block	M4 PAM
CC(CC1CC(C)(C)OC1=O)C(=O)Nc1ccc([N+](=O)[O-])cc1 (configuration not stated)	-2	-5	-1.0	-11	8	1	5	2	9
COc1ccc(S(=O)(=O)Nc2ccc(O)c3ccccc23)cc1	2	-2	-5.7	14	5	1	-3	-16	-10
CC1CCCC12NC(=O)NC2=O (configuration not stated)	1	-4	0.0	-3	10	0	18	7	1
O=C(CNC(=O)c1ccc(Br)o1)NNC(=O)c1ccccc1O	1	0	-1.1	-6	5	0	7	6	3
Cc1cc(C)cc(N(CC(=O)NC2CCCC2)C(=O)CNC(=O)c2ccco2)c1	-3	0	1.3	-5	9	0	1	4	-6
O=C(N/N=C/CCc1ccccc1)c1ccc(CN2c3cccc4cccc(c34)S2(=O)=O)cc1	1	9	4.4	6	17	4	-2	0	6
CCOn1c(=O)c(-c2cccc([N+](=O)[O-])c2)[n+]([O-])c2ccccc21	0	-5	-1.3	4	8	1	6	-9	1
COc1ccc(Cl)cc1Nc1nnc(-c2ccncc2)s1	-2	-3	-2.1	0	14	0	26	-3	4
COC(=O)c1ccc(C(=O)Nc2ccc(C(C)C)cc2N)cc1	-3	-5	0.9	-3	9	4	-14	-6	6
O=C(O)C1CCCCC1C(=O)NCCc1ccccc1 (configuration not stated)	2	3	-0.7	3	10	0	-8	2	0
Cc1ccc(N(CCC#N)C(=O)COC(=O)c2nc3nc(C)cc(C)n3n2)cc1	5	2	0.4	6	8	1	-4	-4	0
[O-]C(=C(C(=S)Nc1cccc2ccccc12)[n+]1cccc(CO)c1)c1ccc(Cl)s1	0	4	0.9	-5	-3	1	2	-16	-3
C=CCc1cccc(/C=N/NC(=O)C(C)Nc2ccc(C)cc2)c1O (configuration not stated)	7	10	1.0	-8	-1	1	17	-129	16
COc1ccc(NC(=O)CCCOc2ccc(C)cc2)cc1S(=O)(=O)N1CCCCC1	1	-4	-1.2	1	0	3	11	19	1
CCN(CC1COc2ccccc2O1)C(=S)Nc1ccccc1 (configuration not stated)	0	-6	-1.8	-8	14	5	1	7	6
N#C/C(=C\c1cn(CC(=O)N2CCCC2)c2ccccc12)C(=O)NCc1ccc2c(c1)OCO2	-1	-3	0.1	4	3	3	0	-8	-10
Cc1ccccc1NC(=O)COC(=O)CNC(=O)c1sc2ccccc2c1Cl	-4	4	-0.5	-13	5	3	2	-7	13
CCOC(=O)c1c(S(=O)(=O)N2CCN(Cc3ccccc3)CC2)c(C)n(C)c1C	-5	-2	-1.4	-6	14	2	3	-13	8
Cc1cccc(N2N=C(C(=O)N3Cc4ccccc4CC3C(N)=O)CCC2=O)c1 (configuration not stated)	2	7	-1.3	-2	0	1	-5	-7	1
O=C(NCc1cccs1)c1cccn2c(=O)c3sccc3nc12	-1	7	-1.7	3	6	1	-3	3	0
CC1(c2nnnn2-c2ccc3c(c2)OCCO3)CCC(=O)N1C1CCN(Cc2ccccc2)CC1 (configuration not stated)	-1	-3	/	8	/	0	2	/	0
Cc1csc(SCC(=O)Nc2cc(C(C)(C)C)nn2-c2ccccc2)n1	-2	-9	0.1	-7	2	8	9	-20	-10
Cc1cc(NC(=O)CSCC(=O)Nc2nc3ccccc3[nH]2)no1	1	-1	-0.1	-14	11	1	4	2	12
COCCN(C(=O)CSc1nc2nc(C)cc(C)n2n1)c1c(N)n(Cc2ccccc2)c(=O)[nH]c1=O	0	6	6.6	-2	4	1	1	17	4
CCOc1ccc(Oc2ccc(C(F)(F)F)cc2N)cc1	-3	6	-0.6	2	10	-2	-1	20	15
CNC(=O)CO/N=C/c1ccc(N(C)C)cc1	1	8	-2.9	-5	12	1	-2	20	4
Cc1cc(C)cc(NC(=O)CSc2n[nH]c(-c3cccnc3)n2)c1	0	-2	-0.5	19	-6	1	12	-9	-9
CC1Cc2ccccc2N1C(=O)CN(C)CC(=O)Nc1cccc(F)c1 (configuration not stated)	0	-3	0.8	-9	5	2	1	-1	8
Cc1nn(-c2ccc(F)cc2)c(Cl)c1/C=C1\C(=O)Nc2ccccc21	-3	1	0.1	-2	-3	0	1	-31	6
CCn1nc(C)c(/C=N/NC(=O)Cn2nccc2C)c1C	0	-6	1.5	-4	3	1	9	4	4
C#CCSc1nnc(-c2ccccc2)c(=O)[nH]1	-7	9	1.7	5	4	0	1	26	-1
CN1CCc2c(sc3c2c(=O)n(-c2ccccc2)c2nnc(SCc4ccc(Cl)cc4)n32)C1	-9	5	-0.2	7	5	0	-1	17	7
COc1ccc(CC(=O)Nc2ccc(NC(=O)c3ccc(Br)cc3)cc2)cc1OC	1	2	1.4	9	8	1	1	5	-4
Cc1cccc(C(=O)NNC(=O)c2ccccc2C)c1	3	0	-2.4	-7	3	1	-12	8	-5
O=C(COC(=O)c1ccccc1Cl)NC1CCCCCCC1	-1	5	-2.0	-2	9	2	-3	6	8
O=C(Nc1ccccc1)c1cc(-n2cnnc2)ccc1Cl	-1	0	-0.2	-4	4	0	-1	6	7
COc1ccc(CCNC(=O)c2cc3ccccc3oc2=O)cc1	0	-1	-1.9	-12	9	1	11	14	0
COc1ccc(C(=O)N[C@H](C(=O)N2CCN(c3ccccc3F)CC2)C(C)C)cc1	2	5	-1.2	-4	4	2	2	-8	-6
C/C(=N/NC(=O)c1ccc(Cl)cc1Cl)c1cccnc1	-3	1	1.2	-7	14	-1	8	-2	-3
CSCCC(=O)N1CCCC(N2CCN(c3cccc(C(F)(F)F)c3)CC2)C1 (configuration not stated)	-5	4	0.0	-5	9	3	3	1	4
O=C(COC(=O)CCC1CCCC1)Nc1ccccc1Br	-2	4	-1.3	-4	1	-1	-2	11	0
Cc1cc(C)c(-c2cc(NC(=O)COC(=O)c3ccc(NC(=O)CC#N)cc3)n(-c3ccccc3)n2)cc1C	3	-2	4.7	-16	2	5	5	4	3
Cc1cc(-n2c(C)cc(C(=O)COc3cccnc3[N+](=O)[O-])c2C)no1	-2	-3	0.2	2	10	1	4	3	-2
CCn1c(SCC(=O)NCC2CCCO2)nc2c(c1=O)SCC2 (configuration not stated)	0	2	0.6	8	7	-1	-7	-11	3
O=C(NCCOc1ccccc1F)c1cccc(S(=O)(=O)N2CCN(c3ccccc3)CC2)c1	5	-6	13	1	3	9	-1	2	-4
COc1ccc(CNC(=O)C2(C)Cc3c(-c4cccc(NC(C)=O)c4)ccnc3O2)cc1OC (configuration not stated)	1	7	/	1	6	1	0	/	4
CCOC(=O)C1CCN(c2c(NCc3ccc(C(=O)NCCOC)cc3)c(=O)c2=O)CC1	-3	2	-0.5	-2	4	1	-8	-8	11
O=C(CN1CCN(Cc2ccc3c(c2)OCO3)CC1)Nc1ccc(F)cc1	-3	-4	2.6	-12	1	1	-3	24	1
O=C(/C=C/c1cccnc1)c1ccc(NC(=O)c2cccc(Br)c2)cc1	-5	-17	-0.6	5	-4	4	3	-6	-4
COc1ccc(S(=O)(=O)Cc2ccc(C(=O)N3CCN(c4ncccn4)CC3)o2)cc1	4	-9	1.0	-13	2	12	-1	-3	-2

Following part:
SMILES	CHRM5 agonist	CHRM5 PAM	CRFBP-R2 agonist	M4 antag	CHRM1 PAM	CHRM4 agonist	CHRM5 antagonist	CRFBP-R2 block	M4 PAM
O=c1[nH]n(Cc2ccccc2)c2ccccc12	5	1	-0.3	6	-2	0	-1	6	0
Cc1ccc(SC(C)C(=O)NC2CC2)cc1 (configuration not stated)	-3	-3	-0.2	-10	16	1	8	1	10
CCN(CC)S(=O)(=O)c1cc(C)ccc1NC(=S)Nc1cccnc1	6	-4	-1.3	5	0	11	14	23	-2
COc1cc(C(C)=O)ccc1Oc1cnccn1	0	-2	-1.6	-7	3	6	8	5	-6
CCOC(=O)c1ccc(NC(=S)Nc2ccccn2)cc1	-3	6	-1.1	-6	9	1	-6	-18	11
CC(=O)c1ccc(NC(=O)Nc2ccccc2)cc1	11	-12	1.1	-2	-11	20	-7	20	0
CN(Cc1cccc(F)c1)C(=O)C1CC(=O)N(Cc2ccco2)C1 (configuration not stated)	1	-4	-0.1	-7	7	1	5	-10	5
CCCC(=O)NCCc1nc2ccccc2n1CC(=O)c1ccccc1	-3	-4	0.7	-12	9	2	-4	14	2
O=C(Nc1ccc(Br)cc1)C1CC(O)CN1C(=O)Oc1ccccc1 (configuration not stated)	-2	1	-0.8	-2	15	2	11	0	-5
O=S1(=O)CC(N2CCN(c3ccccn3)CC2)CN1Cc1ccc(F)cc1 (configuration not stated)	1	-7	/	-8	10	2	11	/	-1

Ordered by formula weight (descending): some entries from above.
SMILES	CHRM5 agonist	CHRM5 PAM	CRFBP-R2 agonist	M4 antag	CHRM1 PAM	CHRM4 agonist	CHRM5 antagonist	CRFBP-R2 block	M4 PAM
COc1ccc(CC(=O)Nc2ccc(NC(=O)c3ccc(Br)cc3)cc2)cc1OC	1	2	1.4	9	8	1	1	5	-4
N#C/C(=C\c1cn(CC(=O)N2CCCC2)c2ccccc12)C(=O)NCc1ccc2c(c1)OCO2	-1	-3	0.1	4	3	3	0	-8	-10
COc1ccc(S(=O)(=O)Cc2ccc(C(=O)N3CCN(c4ncccn4)CC3)o2)cc1	4	-9	1.0	-13	2	12	-1	-3	-2
O=C(O)C1CCCCC1C(=O)NCCc1ccccc1 (configuration not stated)	2	3	-0.7	3	10	0	-8	2	0

The list goes on:
SMILES	CHRM5 agonist	CHRM5 PAM	CRFBP-R2 agonist	M4 antag	CHRM1 PAM	CHRM4 agonist	CHRM5 antagonist	CRFBP-R2 block	M4 PAM
COc1ccc(OC(C)C(=O)Nc2ccccc2F)cc1 (configuration not stated)	-1	-4	-2.6	-1	4	0	-12	6	-6
COC(=O)[C@@]12C[C@@H](CC(=O)NCCCN3CCCC3=O)C(=O)N(Cc3ccc4c(c3)OCO4)C1=CCC(C)(C)C2	2	-11	/	0	/	3	14	/	3
Cc1cccc(CCNC(=O)CCS(=O)(=O)c2cc3c(cc2C)NC(=O)CO3)c1	-2	-5	-0.1	-26	6	4	-1	16	4
CCCCCCCCN1C(=O)[C@H](CC(=O)NCCCC)C[C@@]2(C(=O)OC)CC(C)(C)CC=C12	-2	-2	/	-1	/	5	-14	/	-8
Cc1cc(N2CCN(C(C(=O)NC3CCCC3)C(C)C)CC2)c2ccccc2n1 (configuration not stated)	-1	-3	/	0	/	0	6	/	-1
CCN(CC)S(=O)(=O)c1ccc(N/N=C(\C)c2ccc3c(c2)OCO3)c([N+](=O)[O-])c1	1	6	-0.2	-5	0	1	-4	12	0
Cc1cccc(NCc2ccc(O)c3ncccc23)c1C	1	2	-7.7	-5	10	3	6	4	7
O=C(NCc1ccco1)c1sc2cc(F)ccc2c1Cl	-2	-2	-0.3	11	0	-2	7	5	-11
CCN(CC)C(=O)C1=C(C)N(Cc2ccccc2)C(=O)C(CC(=O)NCc2cccs2)C1 (configuration not stated)	-2	3	-0.9	-1	5	-1	-4	2	0
CN(c1cccc(NC(=O)COc2ccccc2)c1)S(C)(=O)=O	6	-7	-0.9	1	1	3	2	-3	2
CC(C)CCN(C(=O)Nc1ccccc1)C(C)c1cccs1 (configuration not stated)	11	-4	20	11	-5	5	3	-67	-6
COc1ccc(CC(=S)NCCc2ccccc2)cc1	-2	5	-1.1	-13	6	-1	10	10	5
Cc1ncoc1C(=O)N1CCCC(N2CCN(c3ccccc3F)CC2)C1 (configuration not stated)	-3	1	2.0	2	4	1	-9	-2	-1
CC/C(=N/Nc1ccccc1)c1cnnc(SC)n1	-2	-5	0.5	-6	2	0	3	-2	4
